Compound activity deposited in PubChem BioAssay by National Center for Advancing Translational Sciences (NCATS).
AmpC detergent: qHTS Inhibitors of AmpC Beta-Lactamase (assay with detergent) | P00811 | AmpC hydrolysis of nitrocefin, absorbance 480 nm, 0.01% Triton | Potency, µM (highest dose often 114 µM), for inactives: top-dose activity change, negative = inhibition, actives largely listed as inhibitors | hit rate 0.041% among 370,000 | AID 485294, 2010;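 note: potency is the fitted concentration of half-maximal effect; 0% = no-compound wells and -100% = no-enzyme wells; nearly all actives have a fitted effect of over 25% in size; some results filed as inactive show a strong effect at the top dose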
Target sequence (P00811 whole entry, looked up): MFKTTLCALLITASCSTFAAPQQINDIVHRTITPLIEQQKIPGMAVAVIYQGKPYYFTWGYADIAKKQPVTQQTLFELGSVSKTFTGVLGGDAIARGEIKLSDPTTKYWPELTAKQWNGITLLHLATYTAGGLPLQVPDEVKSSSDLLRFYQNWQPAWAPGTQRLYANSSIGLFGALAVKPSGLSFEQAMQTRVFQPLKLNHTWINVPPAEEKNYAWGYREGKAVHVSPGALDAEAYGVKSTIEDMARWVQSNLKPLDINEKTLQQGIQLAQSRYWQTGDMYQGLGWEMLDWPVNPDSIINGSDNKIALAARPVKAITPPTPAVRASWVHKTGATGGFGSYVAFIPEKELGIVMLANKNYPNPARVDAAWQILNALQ
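AmpC (5.3 nM in the dispensed reagent) in 20 mM phosphate pH 7.0 with 0.01% (detergent screen) or 0.0001% Triton X-100 was preincubated with compounds for 15 min at room temperature. Nitrocefin was then added from an 800 uM solution, and hydrolysis was followed at 480 nm.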
Giardia FBPA inh: qHTS Assay for Inhibitors of Fructose-1,6-bisphosphate Aldolase from Giardia Lamblia. A8B2U2. Potency, µM (top dose mostly 59.6 µM), inactives show top-dose activity, negative = inhibition, usual class: inhibitors. purified Giardia FBPA. hit rate 0.71% among 290,000; note: potency is the fitted concentration of half-maximal effect; % is set by controls: 0 for no effect and ±100 for the full control effect; nearly all actives have a fitted effect of over 55% in size
Target sequence (A8B2U2 whole entry, looked up): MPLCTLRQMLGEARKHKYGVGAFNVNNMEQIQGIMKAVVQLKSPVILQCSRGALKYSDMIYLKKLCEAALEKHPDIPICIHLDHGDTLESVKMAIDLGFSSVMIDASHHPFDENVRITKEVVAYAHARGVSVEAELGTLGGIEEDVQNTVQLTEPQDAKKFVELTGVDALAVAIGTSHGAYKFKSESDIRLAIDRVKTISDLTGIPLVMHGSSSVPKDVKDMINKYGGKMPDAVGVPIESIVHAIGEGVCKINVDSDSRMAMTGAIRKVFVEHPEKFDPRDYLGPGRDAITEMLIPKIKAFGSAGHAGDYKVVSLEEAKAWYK
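40 nM FBPA preincubated 10 min at RT with compound (up to 57.5 uM final), then substrate plus GAPDH/TPI/NAD/arsenate coupling and diaphorase/resazurin added. Fluorescence read after 20 min at RT, 525/598 nm.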
AMA1 RON2 block: qHTS for Inhibitors of AMA1-RON; Towards Development of Antimalarial Drug Lead: Primary Screen; Potency, µM (doses to about 58.2 µM), for inactives: top-dose activity change, negative = inhibition, actives largely listed as inhibitors; AlphaScreen AMA1-biotinylated RON2 peptide binding; AID 720542, 2013; Plasmodium falciparum AMA1 (3D7) - RON2 peptide interaction; hit rate 0.2% among 360,000;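 note: potency is the fitted concentration of half-maximal effect; 0% = vehicle wells and -100% = peptide control; nearly all actives have a fitted effect of over 45% in size; some results filed as inactive show a strong effect at the top dose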
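AMA1 (3D7) with his tag at 25 nM final met compounds first, then biotinylated RON2 peptide at 25 nM; detection used donor plus acceptor beads, 10 µg/mL apiece, read by AlphaScreen after 30 min at room temperature.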
Shiga inhibitor: A qHTS for Small Molecule Inhibitors of Shiga Toxin; Vero cells, Shiga toxin protein synthesis inhibition reporter; inhibition, % at 38.7 µM; hit rate 9.2% among 290,000; in the data active = inhibition mostly above about 28%, no sharp cut-off; inactive = mostly below about 43%; note: 0% is about no effect
Cycloheximide cs: Cycloheximide Counterscreen for Small Molecule Inhibitors of Shiga Toxin; cell reporter, cycloheximide protein synthesis inhibition counterscreen; max response, %; hit rate 12% among 300,000; AID 2314, 2010; in the data active = max response mostly above about 13%, no sharp cut-off; inactive = mostly below about 14%; note: read at 38.3 µM for the half of the compounds with a filed dose; 0% is about no effect
AmpC inh no detg: qHTS Inhibitors of AmpC Beta-Lactamase (assay without detergent). hit rate 0.52% among 330,000. AID 485341, 2010. AmpC nitrocefin hydrolysis, absorbance 480 nm, 0.0001% Triton. Potency, µM (titrated, usually from 57.1 µM), for the others: top-dose activity change, negative = inhibition, most hits filed as inhibitors. P00811;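 note: potency is the fitted concentration of half-maximal effect; plate controls were no compound for no effect and no enzyme for full effect; nearly all actives have a fitted effect of over 20% in size; some results filed as inactive show a strong effect at the top dose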
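AmpC (5.3 nM in the dispensed reagent) in 20 mM phosphate pH 7.0 with 0.01% (detergent screen) or 0.0001% Triton X-100 was preincubated with compounds for 15 min at room temperature. Nitrocefin was then added from an 800 uM solution, and hydrolysis was followed at 480 nm.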
HCMV antiviral: qHTS Assay for inhibitors of the human cytomegalovirus (HCMV); HFF cells, HCMV-luciferase reporter, 72 h; hits give low values; activity change, negative = inhibition, % at 57.5 µM; hit rate 4.5% among 410,000; AID 1259415, 2018; in the data active = activity change below about -60%; inconclusive = no clear call, values can overlap the other calls; inactive = above about -39%; note: % is set by controls: 0 for no effect and ±100 for the full control effect
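Cell-based, HFFs, 1000 cells/well, 16 h 37C; cpds in DMSO + HCMV-luc, MOI 1 PFU/cell; 72 h 37C; OneGlo luminescence after 5 min RT; norm. to buffer vs Salinomycin 10uM.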
Numbers without * were called inactive; [ ] = dose if it differs, or a comment. Unless noted, calls come from the whole dose curve; as a rule, active = well fitted curve in the direction sought with a large enough effect; inconclusive = small, poorly fitted or top-dose-only effect, or another doubt; inactive = no such curve, though single readings can be large; an effect the other way counts as inactive or inconclusive.

Screening O=C(O)CC(c1cccc([N+](=O)[O-])c1)N1Cc2ccccc2C1=O (stereo not drawn) returned AmpC detergent -0.2%, Giardia FBPA inh 2.5%, AMA1 RON2 block 4.7%, Shiga inhibitor 7.4, Cycloheximide cs -1.2, AmpC inh no detg -24.4% and HCMV antiviral 1.1.
For O=C(Nc1cccc2ccccc12)N1CCC2(CC1)OCCO2 the results were AmpC detergent 2.5%, Giardia FBPA inh -23.9%, AMA1 RON2 block -0.3%, Shiga inhibitor 54.5*, Cycloheximide cs 22.3*, AmpC inh no detg -21.7% and HCMV antiviral inconclusive.
Screening CCOc1ccc(NC(=O)c2nc(SCC)ncc2Cl)cc1 returned AmpC detergent -4.1%, Giardia FBPA inh 13.6%, AMA1 RON2 block -3.9%, Shiga inhibitor -3.3, Cycloheximide cs -5.8, AmpC inh no detg 3.0% and HCMV antiviral inconclusive.
O=C(O)C(Cc1ccc(O)cc1)N1C(=O)c2ccccc2C1=O (stereo not drawn) was read as AmpC detergent -15.2%, Giardia FBPA inh 13.3%, AMA1 RON2 block -5.5%, Shiga inhibitor -5.8, Cycloheximide cs -4.0, AmpC inh no detg -14.7% and HCMV antiviral -23.3.
For CCOc1cc2[nH]c(=S)n(CCCN3CCCC3=O)c(=O)c2cc1OCC the results were AmpC detergent inconclusive, Giardia FBPA inh inconclusive, AMA1 RON2 block 7.5%, Shiga inhibitor -2.1, Cycloheximide cs -1.2, AmpC inh no detg -16.9% and HCMV antiviral -13.0.
Screening COC(=O)CC1SC(=O)NC1=Nc1cccc(C)c1 (stereo not drawn) returned AmpC detergent -7.4%, Giardia FBPA inh 1.7%, AMA1 RON2 block 14.4%, Shiga inhibitor -13.1, Cycloheximide cs -2.7, AmpC inh no detg -0.3% and HCMV antiviral -19.7.
`CCOc1ccc(N2CC(C(=O)N3CCN(C(=O)c4ccco4)CC3)CC2=O)cc1` (stereo not drawn) gave AmpC detergent 1.6%, Giardia FBPA inh 7.2%, AMA1 RON2 block -5.4%, Shiga inhibitor 7.1, Cycloheximide cs 4.4, AmpC inh no detg 9.6% and HCMV antiviral 12.0.
COCCn1c(-c2ccc(Br)cc2)nc2oc3cc(OC)ccc3c(=O)c2c1=O was read as AmpC detergent -8.0%, Giardia FBPA inh 0.2%, AMA1 RON2 block -6.7%, Shiga inhibitor -4.4, Cycloheximide cs -3.5, AmpC inh no detg -1.0% and HCMV antiviral -20.1.
Screening Cn1cc(S(=O)(=O)NC2CCCC2)c(=O)n(C)c1=O returned AmpC detergent inconclusive, AMA1 RON2 block 10.9%, AmpC inh no detg inconclusive and HCMV antiviral -5.6.
Cc1cc(OC(C)C(=O)NCc2cccnc2)c2c(C)c(Cc3ccccc3)c(=O)oc2c1 (stereo not drawn) was read as AmpC detergent 3.2%, Giardia FBPA inh 11.8%, AMA1 RON2 block 7.0%, Shiga inhibitor -7.5, Cycloheximide cs 0.9, AmpC inh no detg 55.6% and HCMV antiviral inconclusive.
Cc1ccc2ccc(S(=O)(=O)NCc3ccccn3)cc2c1 was read as AmpC detergent inconclusive, Giardia FBPA inh 0.9%, AMA1 RON2 block 77.1%[activator], Shiga inhibitor 38.8*, Cycloheximide cs 19.5, AmpC inh no detg -16.2% and HCMV antiviral 7.2.
CCOC(=O)c1c(N)c(C#N)cn1-c1ccccc1 was read as AmpC detergent 1.0%, Giardia FBPA inh -15.2%, AMA1 RON2 block 6.3%, Shiga inhibitor -4.2, Cycloheximide cs 2.2, AmpC inh no detg -15.8% and HCMV antiviral 17.8.
Cc1nc2ncnn2c(Nc2ccc3c(c2)OCO3)c1Cc1ccccc1 was read as AmpC detergent -9.6%, Giardia FBPA inh 20.7%, AMA1 RON2 block 25.0%, Shiga inhibitor -38.5, Cycloheximide cs -2.2, AmpC inh no detg 22.1% and HCMV antiviral 91.7.
For Cc1nc2ccccc2c2oc(C(=O)NCCN3CCCCC3C)cc12 (stereo not drawn) the results were AmpC detergent inconclusive, Giardia FBPA inh 1.6%, AMA1 RON2 block 0.0%, Shiga inhibitor -12.1, Cycloheximide cs 1.7, AmpC inh no detg -15.7% and HCMV antiviral 5.1.
`COC(=O)c1cccc(Nc2ncnc3ccc(C)cc23)c1` gave AmpC detergent -23.6%, Giardia FBPA inh 1.9%, AMA1 RON2 block -6.0%, Shiga inhibitor -12.7, Cycloheximide cs -3.1, AmpC inh no detg -8.5% and HCMV antiviral -14.6.

Molecules from the list above that have a COOH group:
Screening O=C(O)CC(c1cccc([N+](=O)[O-])c1)N1Cc2ccccc2C1=O (stereo not drawn) returned AmpC detergent -0.2%, Giardia FBPA inh 2.5%, AMA1 RON2 block 4.7%, Shiga inhibitor 7.4, Cycloheximide cs -1.2, AmpC inh no detg -24.4% and HCMV antiviral 1.1.
O=C(O)C(Cc1ccc(O)cc1)N1C(=O)c2ccccc2C1=O (stereo not drawn) was read as AmpC detergent -15.2%, Giardia FBPA inh 13.3%, AMA1 RON2 block -5.5%, Shiga inhibitor -5.8, Cycloheximide cs -4.0, AmpC inh no detg -14.7% and HCMV antiviral -23.3.

(list continues)
Screening COCCC(=O)N1CCC(Oc2ccc(C(=O)N3C[C@@H](C)O[C@@H](C)C3)cc2)CC1 returned AmpC detergent 3.9%, Giardia FBPA inh -0.2%, AMA1 RON2 block -1.8%, Shiga inhibitor 4.6, Cycloheximide cs 0.9, AmpC inh no detg -2.9% and HCMV antiviral 13.7.
Screening CCSc1nnc(NC(=O)CSc2nnc(CNC(=O)c3ccc(OC)c(OC)c3)o2)s1 returned AmpC detergent -10.9%, Giardia FBPA inh 13.3%, AMA1 RON2 block 50.4%[activator], Shiga inhibitor 15.6, Cycloheximide cs 5.3, AmpC inh no detg -20.9% and HCMV antiviral -2.7.
CCN(C(=O)CSc1nc2ccccc2[nH]1)C1CCS(=O)(=O)C1 (stereo not drawn) was read as AMA1 RON2 block -12.4%, AmpC inh no detg -9.8% and HCMV antiviral -3.0.
For CCCC(C)C(=O)OCC(=O)Nc1ccc(Br)cc1 (stereo not drawn) the results were AmpC detergent -0.1%, Giardia FBPA inh -16.3%, Shiga inhibitor 18.1, Cycloheximide cs -2.2 and AmpC inh no detg -23.2%.
For O=C(C1CCN(S(=O)(=O)c2cccs2)CC1)N1CCN(c2ccccc2O)CC1 the results were AmpC detergent 0.9%, AMA1 RON2 block 3.5%, AmpC inh no detg 33.1% and HCMV antiviral 9.7.
Cc1ccccc1-n1c(C)c(C#N)c(=O)c(-[n+]2ccccc2)c1[S-] was read as AmpC detergent -2.8%, Giardia FBPA inh -9.8%, AMA1 RON2 block -2.5%, Shiga inhibitor -16.6, Cycloheximide cs -3.0, AmpC inh no detg -23.3% and HCMV antiviral inconclusive.
O=C(C1CCN(C2CCN(Cc3ccc4cc(F)ccc4n3)CC2)CC1)N1CCCC1 was read as AmpC detergent -1.9%, Giardia FBPA inh 0.2%, AMA1 RON2 block 7.3%, Shiga inhibitor -19.5, Cycloheximide cs -4.4, AmpC inh no detg 85.7%[activator] and HCMV antiviral -22.1.
`O=C(CSc1nc2c(sc3ccccc32)c(=O)n1Cc1ccccc1)NCC1CCCO1` (stereo not drawn) gave AmpC detergent inconclusive, Giardia FBPA inh 4.6%, AMA1 RON2 block -18.1%, Shiga inhibitor -11.7, Cycloheximide cs -5.3, AmpC inh no detg -11.3% and HCMV antiviral 42.7.
For CCOC(=O)C1=NN(c2cccc(Cl)c2)C2=NC(C)=C(C(=O)OC)C(c3cccs3)N12 (stereo not drawn) the results were AmpC detergent -1.9%, Giardia FBPA inh -3.7%, AMA1 RON2 block -5.6%, Shiga inhibitor -2.2, Cycloheximide cs -2.3, AmpC inh no detg 0.8% and HCMV antiviral -20.9.
Screening Cc1cc(C)c2nc(N(CCCN(C)C)C(=O)C3=COCCO3)sc2c1 returned AmpC detergent 0.0%, AMA1 RON2 block -4.3%, AmpC inh no detg 27.9% and HCMV antiviral -2.4.
COC(=O)[C@@H]1Cc2c([nH]c3ccccc23)C(C)N1C(=O)c1ccccc1 (stereo partly drawn) was read as AmpC detergent -5.9%, Giardia FBPA inh 4.3%, AMA1 RON2 block -13.3%, Shiga inhibitor 1.9, Cycloheximide cs -3.0, AmpC inh no detg 72.1%[activator] and HCMV antiviral -21.0.
For CCOC(=O)c1c(-c2cccs2)csc1NC(=O)C(C)(C)C the results were AmpC detergent -6.7%, Giardia FBPA inh -9.0%, AMA1 RON2 block 11.0%, Shiga inhibitor -14.0, Cycloheximide cs 5.7, AmpC inh no detg -11.6% and HCMV antiviral -26.4.
Screening CC(C)[C@H](N)C(=O)NC[C@H]1CC[C@H](C(=O)N[C@@H](Cc2ccccc2)C(=O)O)CC1 returned AmpC detergent -3.6%, Giardia FBPA inh -7.5%, AMA1 RON2 block 0.0%, Shiga inhibitor 1.9, Cycloheximide cs -3.0, AmpC inh no detg -9.2% and HCMV antiviral -4.6.
For O=S(=O)(NC1CCN(Cc2ccccc2)CC1)c1ccc(Cl)cc1 the results were AmpC detergent 9.4%, Giardia FBPA inh 8.8%, AMA1 RON2 block -6.5%, Shiga inhibitor -8.7, Cycloheximide cs -0.3, AmpC inh no detg 33.5% and HCMV antiviral -10.9.
C=CCOc1cccc(/C=N/NC(=O)CC(=O)NC2CCCCC2)c1 was read as AmpC detergent 0.9%, AMA1 RON2 block 23.9%, Shiga inhibitor -30.3, Cycloheximide cs -1.5, AmpC inh no detg -14.5% and HCMV antiviral 7.5.
For C=C1C2(C(=O)Nc3ccc(SC(F)F)cc3)CCC(C2)C1(C)C (stereo not drawn) the results were AmpC detergent -0.6%, Giardia FBPA inh 2.5%, AMA1 RON2 block -3.0%, Shiga inhibitor -5.0, Cycloheximide cs -3.8, AmpC inh no detg -24.6% and HCMV antiviral 9.5.
For CCC(C)c1ccc(OCCn2cc(/C=N/NC(=O)CSc3nnc(C)s3)c3ccccc32)cc1 (stereo not drawn) the results were AmpC detergent 3.9%, Giardia FBPA inh -9.9%, AMA1 RON2 block 55.2%[activator], Shiga inhibitor 54.1, Cycloheximide cs 10.3, AmpC inh no detg -2.0% and HCMV antiviral 36.4.
`COc1ccc(C2OC(=O)Cc3cc(OC)c(OC)cc32)cc1` (stereo not drawn) gave AmpC detergent -7.5%, Giardia FBPA inh 5.4%, AMA1 RON2 block -6.5%, Shiga inhibitor -8.7, Cycloheximide cs -2.7, AmpC inh no detg 0.2% and HCMV antiviral -18.5.
